Myeloid diff 2 – compounds promoting myeloid differentiation | ER-HoxA9 myeloid progenitors, lysozyme-GFP differentiation, flow cytometry | calls only at 10 µM | 1% of 360,000 active | AID 624256;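 active means normalized GFP-positive differentiation at or above the plate's own cutoff, the solvent-only control mean plus 3 SD; inconclusive means no clear call, values can overlap the other calls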;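 further: cells exposed to compound for four days before flow analysis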
Salmonella PhoP GFP – PhoP-dependent GFP reporter repression – Salmonella Typhimurium, primary screen (AID 1863); 0.16% of 300,000 active; one-dose inhibition, % at 50 µM; IC50 in µM for titrated hits; S. Typhimurium PhoP-regulated promoter GFP reporter, 4 h; higher % means a stronger effect;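 active means inhibition over 29.93%, a cutoff 3 SD above the screen mean, later confirmed by dose response; inconclusive means inhibition over 29.93% but no dose response follow-up; inactive means inhibition at most 29.93% or unconfirmed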;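 further: 0% = low Mg2+ inducing control and 100% = high Mg2+ repressing control; strong numbers were not always called active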
NOD2 inhibition – inhibition of NOD2-driven NF-kB reporter – cell-based, luminescence, uHTS, HEK293 (AID 1566) | inhibition, % at 4 µM, or EC50 in µM where a hit was titrated | 0.63% of 290,000 active | HEK293 NOD2/NF-kB luciferase reporter, luminescence; higher % means a stronger effect; further: many of its hits are not listed in these tables
SIAH1 antagonists – blockers of Siah-1 interaction with plectin peptide – biochemical, fluorescence polarization, rhodamine-plectin, uHTS, primary screen (AID 1817) | displacement, % at 20 µM, or IC50 in µM where a hit was titrated | Siah-1 / rhodamine-plectin peptide fluorescence polarization; higher % means a stronger effect | 0.02% of 290,000 active;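 active means displacement of at least 50% at 20 µM, with a fluorescence ratio check between 0.3 and a set limit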;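 further: plate controls were Siah plus tracer with DMSO for no effect and tracer alone without Siah for full effect; strong numbers were not always called active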
NOD1 inhibition – inhibition of NOD1-driven NF-kB reporter – cell-based, luminescence, uHTS, primary screen (AID 1578); 1% of 290,000 active; NOD1-driven NF-kB luciferase reporter cells, luminescence; higher % means a stronger effect; inhibition, % at 4 µM; hits with a dose series show EC50 in µM; in the data active means inhibition mostly above about 36%, no sharp cut-off; inactive means mostly below about 34%;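 further: HEK-293T reporter cells stimulated with the NOD1 agonist gamma-tri-DAP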
LYP phosphatase – inhibitors of LYP phosphatase, biochemical, fluorescence intensity, uHTS (AID 1779) | recombinant LYP phosphatase, fluorescence intensity; higher % means a stronger effect | one-dose inhibition, % at 11.5 µM; IC50 in µM for titrated hits | 0.054% of 290,000 active;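 further: plate controls were vehicle with enzyme for no effect and no enzyme for full effect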
HIV peptide binding – inhibitors of HIV fusion peptide binding, primary screen, biochemical, uHTS, fluorescence dequenching (AID 1986). 0.3% of 290,000 active. cell-free peptide binding, fluorescence dequenching, 30 min; higher % means a stronger effect. one-dose inhibition, % at 20 µM; IC50 in µM for titrated hits; in the data active means inhibition mostly above about 52%, no sharp cut-off; inactive means mostly below about 76%; further: some results filed as inactive read as strong as hits
KOR beta-arrestin-1 – KOR agonists, beta-arrestin recruitment, primary screen, cell-based, luminescence, uHTS (AID 1777). KOR beta-arrestin recruitment, luminescence; higher % means a stronger effect. activation, % at 10 µM; hits with a dose series show EC50 in µM. 0.02% of 280,000 active; in the data active means activation above about 50%, passing the limit was not always enough; further: a part of the inactive calls stands beside numbers as strong as those of hits
KOR beta-arrestin-2 – KOR antagonists, beta-arrestin recruitment, cell-based, luminescence, uHTS (AID 1778); inhibition, % at 10 µM; hits with a dose series show IC50 in µM; 0.091% of 290,000 active; KOR beta-arrestin recruitment, luminescence, antagonist mode; higher % means a stronger effect; further: strong numbers were not always called active
Myeloid diff 2 GFP+ MAC1+ % – further read-out of Myeloid diff 2, marked with its call; GFP+ MAC1+ double positive, %; measured here: differentiation confirmed by MAC1 staining
Numbers without * were called inactive; i = inactive; ? = inconclusive; . = not tested or not shown; [ ] = dose if it differs, or a comment. Unless noted, no stated cut-off is given here; in the data, active means inhibition above about 50%; inactive means the rest.

SMILES	Myeloid diff 2	Myeloid diff 2 GFP+ MAC1+ %	Salmonella PhoP GFP	NOD2 inhibition	SIAH1 antagonists	NOD1 inhibition	LYP phosphatase	HIV peptide binding	KOR beta-arrestin-1	KOR beta-arrestin-2
CC(=O)Oc1cccc(N2C(=O)c3ccc(C(=O)O)cc3C2=O)c1	i	3.5	10%	16%	6%	43%	1%	4.1%	1.2%	-1%
COc1ccc(O[C@H]2C=C[C@@H](c3ccccc3)O[C@@H]2CO/N=C(\C)CCN2CCc3nc(-c4ccccc4)c(-c4ccccc4)cc3C2)cc1	.	.	5%	3%	14%	-16%	-6%	8.2%	0.0%	-9%
COC(=O)C1=C(C(=O)OC)[C@@H]2N(C)c3ccccc3[C@@]23C[C@@H](C(=O)OC)N(C(=O)C2CCC2)C3=N1	i	2.0	-1%	11%	-5%	3%	2%	-1.0%	3.6%	6%
CC1=C(C(=O)OCC2CCCO2)C(c2coc3ccc(Cl)cc3c2=O)C2=C(CCCC2=O)N1 (stereo not drawn)	?	.	-4%	4%	8%	-14%	-6%	-0.8%	-3.9%	-7%
COc1ccc(C(=O)C2CCCN(C(=O)c3cccc(Cl)c3F)C2)cc1OC (stereo not drawn)	i	0.3	1%	13%	1%	20%	0%	2.1%	3.2%	-15%
CS(=O)(=O)c1ccc2nc(NC(=O)C3CC(=O)N(c4ccccc4)C3)sc2c1 (stereo not drawn)	i	4.0	8%	11%	3%	-17%	-9%	0.0%	2.4%	-40%
O=C(Cc1cc(=O)[nH][nH]1)N/N=C/c1c(F)cccc1Cl	i	0.1	2%	3%	-3%	-34%	-6%	0.6%	-0.9%	-10%
CC1(C(=O)NCc2ccc(Cl)c(Cl)c2)Oc2ccccc2NC1=O (stereo not drawn)	i	0.8	0%	11%	0%	-8%	-5%	0.6%	2.1%	7%
CN=C(Nc1cccnc1)c1cccc(C(F)(F)F)c1	i	0.2	.	7%	-2%	-4%	-6%	-1.9%	-4.9%	22%
COc1ccc(-c2cc(C(=O)N3CCN(C(=O)c4ccco4)CC3)[nH]n2)cc1	i	0.6	-12%	19%	0%	32%	-6%	1.7%	9.3%	-29%
O=C(NNC(=O)c1ccc(Cl)c(Cl)c1)c1cccnc1	i	1.5	-4%	4%	5%	-17%	-6%	0.0%	-5.7%	13%
Cc1[nH]c2ccccc2c1C(=O)C(=O)Nc1ccc2c(c1)OCCO2	i	1.0	14%	-24%	0%	-26%	-10%	0.4%	-2.8%	9%
CCCCN(C)c1nc(-c2ccco2)c2c(c1C#N)CC(C)(C)OC2	i	3.1	4%	3%	-2%	7%	17%	1.9%	-6.0%	20%
O=C(CSc1ccc2ccccc2c1)NCc1cccs1	i	0.2	-7%	-16%	-3%	-29%	-6%	-3.1%	-1.2%	6%
CC(C)Oc1ccc(NC(=O)CCC(=O)O)cc1	i	2.2	-7%	-14%	7%	0%	-4%	-0.3%	4.0%	-36%

Molecules above that contain sulfur (two):
SMILES	Myeloid diff 2	Myeloid diff 2 GFP+ MAC1+ %	Salmonella PhoP GFP	NOD2 inhibition	SIAH1 antagonists	NOD1 inhibition	LYP phosphatase	HIV peptide binding	KOR beta-arrestin-1	KOR beta-arrestin-2
CS(=O)(=O)c1ccc2nc(NC(=O)C3CC(=O)N(c4ccccc4)C3)sc2c1 (stereo not drawn)	i	4.0	8%	11%	3%	-17%	-9%	0.0%	2.4%	-40%
O=C(CSc1ccc2ccccc2c1)NCc1cccs1	i	0.2	-7%	-16%	-3%	-29%	-6%	-3.1%	-1.2%	6%

(continued)
SMILES	Myeloid diff 2	Myeloid diff 2 GFP+ MAC1+ %	Salmonella PhoP GFP	NOD2 inhibition	SIAH1 antagonists	NOD1 inhibition	LYP phosphatase	HIV peptide binding	KOR beta-arrestin-1	KOR beta-arrestin-2
O=S(=O)(c1ccc(NCc2ccc(F)cc2)nc1)N1CCCC1	i	0.9	3%	12%	1%	-58%	-5%	-1.6%	1.2%	-17%
Cc1ccc(N2CC(C(=O)Nc3nccs3)CC2=O)cc1 (stereo not drawn)	i	6.3	11%	10%	4%	4%	-9%	1.5%	16%	14%
COc1ccc(-c2nn(-c3ccccc3)cc2/C=C\C(=O)N2CCOCC2)cc1[N+](=O)[O-]	i	0.0	-9%	9%	-2%	-12%	3%	-0.4%	-4.5%	-32%[20 µM]
COc1cccc(-c2nc(CS(=O)CC(=O)NC3CCCC3)c(C)o2)c1 (stereo not drawn)	i	2.5	-3%	-13%	4%	4%	-8%	1.1%	4.2%	-24%
O=C(Nc1cccnc1)c1cc(-c2ccc3c(c2)OCO3)on1	i	7.3	-8%	-86%	0%	-12%	1%	-5.4%	0.7%	-4%
O=C(CCN1CCCCC1)Nc1ccccc1	i	0.1	16%	-14%	2%	-36%	1%	1.2%	4.5%	-6%
Cn1c(O)c(N=NC(=O)CNC(=O)c2cccnc2)c2ccccc21	i	4.8	-4%	18%	8%	-19%	-9%	-0.7%	-1.5%	-7%
CCn1c(NC(=O)C2CCCCC2)nc2ccccc21	i	0.5	-6%	-12%	-8%	-25%	-1%	-2.8%	6.4%	-59%
CC(c1ccccc1)c1nnc(NC(=O)Nc2ccccc2)s1 (stereo not drawn)	i	0.9	5%	0%	3%	-29%	3%	0.5%	0.5%	15%
COc1ccccc1/C=C1\SC(=O)N(CCC(=O)NNC(=O)c2ccccc2Cl)C1=O	i	1.1	-5%	-6%	-6%	4%	0%	-1.7%	-4.5%	-10%
COc1ccc(C(=O)N2CCC(n3c(C)nc4cc(F)ccc43)CC2)cc1	i	0.7	2%	6%	0%	9%	-4%	4.9%	-2.5%	21%
CC(c1ccccc1)n1c(-c2ccccc2F)n[nH]c1=S (stereo not drawn)	i	0.9	8%	8%	6%	-27%	-4%	1.4%	0.7%	10%
CCOC(=O)CSc1nc2ccc(N3CCOCC3)cc2c(=O)n1Cc1ccccc1	i	2.0	-4%	1%	-3%	-16%	-3%	-4.6%	3.2%	-5%
CC(=O)Nc1cccc2c1OCCO2	i	0.6	-9%	11%	0%	-16%	-11%	1.7%	21%	13%
Cc1cccc(C(=O)NC(=S)Nc2ccc(S(=O)(=O)N3CCN(C)CC3)cc2)c1	i	0.7	17%	13%	6%	14%	-6%	-2.7%	-4.6%	-2%
Cc1ccc(CNC(=O)c2cc3c(=O)n(C)c4ccccc4c3n2C)o1	i	2.7	2%	10%	2%	-25%	-3%	-1.2%	-4.2%	19%
CCOC(=O)C1CCN(C(=O)c2cccs2)CC1	i	0.3	.	-4%	-9%	23%	-2%	-1.4%	.	-7%[20 µM]
O=C(CNC(=O)C1CCCCC1)NC1=NCCS1	i	1.3	4%	6%	1%	-12%	-3%	0.5%	1.5%	-24%
CCNC(=O)CSc1nc(-c2ccccc2)cs1	i	0.6	-3%	-51%	4%	-62%	1%	0.5%	-1.4%	-4%
Nc1nnc(Cc2c[nH]c3ccccc23)s1	i	1.5	7%	1%	-3%	11%	-13%	-3.0%	0.8%	15%
CCN=C(Nc1cccc(F)c1)SC1CC(=O)N(c2ccc(OC)cc2)C1=O (stereo not drawn)	i	7.3	8%	9%	3%	35%	5%	5.4%	1.8%	-17%
O=C(NC(=O)N1CCN(c2ccc(F)cc2)CC1)c1ccccc1	i	5.5	-6%	-45%	1%	-16%	-6%	2.4%	0.8%	-12%
CCOC(=O)C1CCCN(S(=O)(=O)Cc2ccccc2Cl)C1 (stereo not drawn)	i	0.5	-8%	8%	-6%	54%	-6%	0.2%	-0.8%	-17%
COc1ccc(-n2c(=S)[nH]c3c(oc4ccccc43)c2=O)cc1	i	0.6	-3%	14%	-4%	-9%	-5%	-0.5%	0.9%	-58%
Cc1nc(-c2ccc(NC(=O)c3ccc(Br)o3)cc2)cs1	i	0.0	0%	-154%	-1%	-18%	-10%	-2.8%	-1.5%	-10%
Cc1ccc(Cl)cc1N1CCN(C(=O)C(=O)N2CCCCC2)CC1	i	0.4	-8%	-7%	4%	-24%	2%	-0.1%	1.1%	-23%
CCc1ccccc1NC(=O)c1cc([N+](=O)[O-])ccc1N1CCOCC1	.	.	2%	7%	-2%	-16%	-3%	-0.1%	8.1%	2%
O=C(Cn1nnc2ccccc21)C1CC1	i	0.6	-5%	4%	5%	0%	-12%	-0.8%	-1.0%	6%
COc1ccc(NC(C)c2cc(Cl)ccc2O)cc1 (stereo not drawn)	i	1.0	15%	-2%	4%	-32%	-3%	-2.3%	1.1%	-10%
COc1cc(C(=O)NCC(=O)N/N=C/c2ccco2)cc(OC)c1OC	i	0.6	-9%	7%	4%	-14%	-2%	0.6%	0.1%	-51%
Cc1cccc(C(=O)NCc2nnc(SCC(=O)Nc3nncs3)n2C)c1	i	1.1	-11%	2%	-4%	23%	-5%	0.7%	4.6%	-48%
O=C(C[n+]1cccc(CO)c1)Nc1nc2ccccc2s1	i	1.1	-3%	12%	-3%	-27%	-13%	0.6%	.	2%[20 µM]
COc1cccc(NC(=O)C(C)OC(=O)CCCNC(=O)c2ccc(Cl)cc2)c1 (stereo not drawn)	i	3.2	0%	-2%	-1%	10%	-10%	-0.3%	3.0%	-10%
CNc1ccc(S(=O)(=O)NC)cc1[N+](=O)[O-]	i	0.6	-1%	4%	-2%	-26%	-3%	-1.5%	0.4%	-23%
Cc1[nH]c2ccc(-c3nnc(SCC(=O)N4CCCc5ccccc54)o3)cc2c1C	i	1.8	2%	-15%	-3%	-153%	8%	3.4%	-1.6%	-6%
O=C(O)c1ccc(COc2c(F)c(F)cc(F)c2F)cc1	i	1.1	-10%	-22%	-3%	-17%	6%	-1.3%	-0.6%	12%
Cc1c(C(=O)Nc2cccc(C(F)(F)F)c2)oc2ccc(S(=O)(=O)N3CCOCC3)cc12	i	1.0	-4%	29%	6%	-4%	-3%	4.1%	2.2%	6%
CC1CC(N(C(=O)c2ccc(Cl)cc2)c2ccccc2)c2ccccc2N1C(=O)c1ccco1 (stereo not drawn)	i	0.6	4%	21%	2%	46%	-1%	-3.2%	-2.3%	18%
COc1ccc(-n2c(=S)[nH]c3cc(C(=O)N(C)Cc4ccccc4)ccc3c2=O)cc1	i	0.4	-4%	19%	0%	9%	-5%	-0.3%	1.8%	-6%
COCCNC(=S)N=Nc1c(O)[nH]c2ccc([N+](=O)[O-])cc12	i	0.3	-18%	3%	-8%	5%	-5%	-3.8%	-0.6%	-5%
CCNC(=O)C1CN(S(=O)(=O)c2ccccc2)CCN1S(=O)(=O)c1ccccc1 (stereo not drawn)	i	2.0	2%	7%	4%	-3%	-5%	-1.0%	8.4%	36%
Cc1ccc(S(=O)(=O)N(C)C)cc1NC(=O)Cn1c(CN2CCOCC2)nc2ccccc2c1=O	i	0.1	6%	14%	1%	-27%	-1%	-0.8%	-3.6%	11%
Cc1ccccc1Nc1nc(N)nc(CN2C(=O)NC3(CCCCC3C)C2=O)n1 (stereo not drawn)	i	0.5	1%	9%	6%	15%	-11%	2.9%	8.3%	25%
COCCSc1nnc(NC(=O)Cc2cccs2)s1	i	0.6	0%	0%	8%	-3%	-3%	2.9%	4.1%	-82%

Only part of the results is shown; the hit share may differ from the screen's.
